A340 absorber: compound light absorbance at 340 nm, profiling panel, artefact control, biochemical, MLSMR library, data from PS, PMK, MK assays | compound absorbance at 340 nm, fold over control | fold change at 10 µM | 65,000 tested, under 10 active;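 active means at 10 µM dose, initial 340 nm absorbance at least 2 fold that of control wells; inactive means change under 2 fold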;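 further: initial absorbance extrapolated from kinetic A340 decline of NADH oxidation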
Hsp90 block: tumor Hsp90 inhibitors, primary screen, cell lysate, fluorescence polarization, NCI-N417 lysate; 64,000 tested, 0.35% active; AID 429, 2006; inhibition, % at 30 µM; Cy3B-geldanamycin FP displacement; Heat shock protein HSP 90-alpha (Homo sapiens), P07900;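 active means inhibition above 50%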;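 further: 0% = tracer plus lysate wells and 100% = tracer alone without lysate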
MMP13 inh: human MMP13 inhibitors, primary screen, biochemical, FRET peptide cleavage; 65,000 tested, 0.07% active; inhibition, % at 4 µM; Collagenase 3 (Homo sapiens), P45452; MMP-13 fTHP FRET cleavage, Mca fluorescence;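 active means inhibition above the mean of compound-free control plate wells plus 3 SD, cut at about 14% in these data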;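 further: 0% = DMSO wells and 100% = wells with reference MMP-13 inhibitor after basal subtraction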
MKP-1 inh: MKP-1 phosphatase inhibitors, primary screen, biochemical, in vitro. Dual specificity protein phosphatase 1 (Homo sapiens), P28562. recombinant MKP-1, OMFP hydrolysis fluorescence. inhibition, %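 (compounds tested at a single concentration somewhere between 10 and 100 µM)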. 65,000 tested, 0.15% active. AID 374, 2006;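 active means inhibition above about 50%, limit read from the data; inconclusive means inhibition over screen mean plus 3 SD, below that limit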;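 further: 0% = DMSO max control wells and 100% = wells with enzyme stopped by NaOH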
FXIIa inh mix: human factor XIIa inhibitors, primary screen, biochemical, pooled compound mixtures, fluorogenic substrate; inhibition, % at 5 µM; purified FXIIa; 62,000 tested, 0.2% active;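 further: 0% = enzyme without compound and 100% = no enzyme blank; some results filed as inactive read as strong as hits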
FXIa mix inh: FXIa protease inhibitors in compound pools, primary screen, biochemical, 10-compound mixtures | Coagulation factor XI (Homo sapiens), P03951 | purified FXIa, fluorogenic substrate, pooled mixtures | inhibition, % at 5 µM | 62,000 tested, 0.19% active | AID 680, 2007;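 further: each value is inhibition by a whole ten-compound pool holding the compound; 0% = enzyme with no mixture and 100% = wells lacking enzyme; strong numbers were not always called active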
AP ELISA ortho: alternative complement pathway inhibitors, primary screen, biochemical, ELISA, human serum, orthogonally pooled compounds; LPS-coated ELISA, C3 deposition; tested in compound mixtures; inhibition, % at 5 µM; 62,000 tested, 0.08% active; AID 1235, 2008;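 active means inhibition above 30% in each of the two pooled mixtures holding the compound, so the lower value exceeds 30%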;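 further: 0% = serum in Mg-EGTA without compound and 100% = EDTA serum blank; some compounds past the cut are filed as inactive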
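Assay system: human serum alternative complement pathway, C3 deposition on LPS-coated wells; Dosing: 5 µM per compound in ten-compound mixtures; Detection: Anti-C3 ELISA, OD 450 nm; Buffer or medium: Mg2+-EGTA GVB++ buffer containing human serum at 1:15 dilution; Timing: 1 h at 37 °C; Replication: two different pools per compound.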
Cdc25B block: inhibitors of Cdc25B phosphatase catalytic domain, primary screen, biochemical, OMFP fluorescence; M-phase inducer phosphatase 2 (Homo sapiens), P30305; recombinant Cdc25B, OMFP fluorescence Ex485/Em525; inhibition, %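 (compounds tested at 10 µM final in the well)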; 65,000 tested, 0.1% active; AID 368, 2006; in the data active means inhibition above about 50%
Target sequence (P30305 whole entry, looked up, the tested form may be a part): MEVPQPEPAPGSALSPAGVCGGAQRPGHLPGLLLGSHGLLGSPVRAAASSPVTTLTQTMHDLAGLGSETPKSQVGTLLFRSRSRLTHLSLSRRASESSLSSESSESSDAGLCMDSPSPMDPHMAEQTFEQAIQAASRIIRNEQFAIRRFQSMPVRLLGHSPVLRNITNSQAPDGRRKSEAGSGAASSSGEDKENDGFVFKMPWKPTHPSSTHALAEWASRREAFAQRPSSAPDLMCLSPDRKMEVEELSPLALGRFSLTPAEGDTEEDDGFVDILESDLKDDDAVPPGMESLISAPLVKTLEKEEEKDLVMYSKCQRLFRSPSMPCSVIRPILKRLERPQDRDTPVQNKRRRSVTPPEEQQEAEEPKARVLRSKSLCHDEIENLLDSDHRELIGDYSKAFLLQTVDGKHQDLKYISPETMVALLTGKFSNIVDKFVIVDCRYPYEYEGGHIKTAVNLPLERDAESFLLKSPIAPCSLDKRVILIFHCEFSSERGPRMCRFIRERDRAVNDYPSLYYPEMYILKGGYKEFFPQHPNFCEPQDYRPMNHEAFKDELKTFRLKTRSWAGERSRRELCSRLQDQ
JNK3 blocker: JNK3 kinase activity inhibitors, primary screen, biochemical, human, purified enzyme | HTS | inhibition, % at 8 µM | 60,000 tested, 0.61% active; in the data active means inhibition above about 17%;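 further: 0% = DMSO and 100% = reference inhibitor; many of its hits are not listed in these tables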
Target sequence (P53779 whole entry, looked up): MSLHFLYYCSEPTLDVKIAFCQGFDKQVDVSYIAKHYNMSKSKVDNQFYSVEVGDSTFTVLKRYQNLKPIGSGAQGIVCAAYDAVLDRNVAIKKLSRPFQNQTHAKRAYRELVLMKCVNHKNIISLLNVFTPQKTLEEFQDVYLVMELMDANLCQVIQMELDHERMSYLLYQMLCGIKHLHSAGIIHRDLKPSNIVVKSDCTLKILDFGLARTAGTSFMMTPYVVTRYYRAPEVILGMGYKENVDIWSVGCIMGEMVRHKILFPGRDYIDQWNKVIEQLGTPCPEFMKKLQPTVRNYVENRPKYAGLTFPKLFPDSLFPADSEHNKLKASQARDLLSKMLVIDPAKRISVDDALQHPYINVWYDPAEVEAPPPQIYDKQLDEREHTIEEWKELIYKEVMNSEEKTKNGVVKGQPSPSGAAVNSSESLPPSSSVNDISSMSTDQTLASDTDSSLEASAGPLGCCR
Numbers without * were called inactive; ? = inconclusive; . = not tested or not shown; [ ] = another dose, or the depositor's remark. Unless noted, no stated cut-off is given here; in the data, active means inhibition above about 20% (passing the limit was not always enough); inactive means the rest. Compounds were not picked by outcome; overall some 1.5% were active at least once.

SMILES	A340 absorber	Hsp90 block	MMP13 inh	MKP-1 inh	FXIIa inh mix	FXIa mix inh	AP ELISA ortho	Cdc25B block	JNK3 blocker
COc1cccc(-c2nc(CS(=O)(=O)CC(=O)NCc3ccccc3)c(C)o2)c1	1	-2	4	0	6	7	7	-2	0
CCc1c(C(=O)Nc2nnc(C3CC3)s2)csc1C	1	-3	-1	24	0	2	-2	-15	10
Cc1ccsc1C1C(C(=O)O)c2ccccc2C(=O)N1C (stereo not given)	1	0	2	-15	0	5	12	-1	-3
COc1ccc(-n2c(SCC(=O)Nc3nccs3)nc3sc4c(c3c2=O)CCN(C)C4)cc1	1.1	.	-1	17	5	4	-8	-2	.
CCOc1ccc(C2CC(=O)NC3=C2C(=O)CCC3)cc1 (stereo not given)	0.99	1	1	8	7	4	-2	-4	45*
O=C(O)COc1ccccc1Cc1ccccc1	1	-1	0	-9	-21	2	0	-9	8
Cc1ccc2nc(-c3cccc(-c4nc5ccc(C)cc5o4)n3)oc2c1	1.1	-3	-15	8	-10	-1	12	2	1
Cc1ccc(CCNS(=O)(=O)c2cnc[nH]2)cc1	0.99	-3	0	-2	2	1	2	-10	-2
COc1ccc(NC(=O)CCCCn2c(=O)[nH]c3ccccc3c2=O)cc1	0.99	0	0	13	-13	2	3	0	21*
N#Cc1cn(CC(=O)O)c2ccccc12	1	-5	0	-32	-3	8	5	-11	-4
O=C(O)CCNS(=O)(=O)c1ccc(Oc2ccccc2)cc1	1	-9	8	21	2	4	7	-7	8
CCOc1ccccc1N1CCN(Cc2ccc(Br)s2)CC1	1.1	-1	0	7	4	3	-3	-13	-4
CC1CCc2nc(NC(=O)c3cc(C(C)(C)C)nn3C)sc2C1 (stereo not given)	0.99	0	-2	-19	0	10	6	2	-3
CC1CC(C)CN(CCCNC(=O)Cc2c(C(=O)O)[nH]c3ccccc23)C1 (stereo not given)	0.97	.	-3	3	2	5	24	-4	.
CC(C)(C)n1nnnc1C(c1cccc(C(F)(F)F)c1)N1CCOCC1 (stereo not given)	0.99	0	5	22	3	2	-2	-8	3
COc1ccc(C)cc1S(=O)(=O)N1CCC(C(=O)N2CCOCC2)CC1	1.1	-1	-1	6	3	0	3	-2	-2
CCCCNC(=O)NS(=O)(=O)c1ccc(NS(=O)(=O)c2ccccc2)cc1	1	.	-6	11	8	-2	16	-11	.
COc1cc(S(=O)(=O)N2CCOCC2)ccc1NC(=O)CSc1nnc(N)s1	1	-5	0	-4	12	-22	33*	2	11
CCc1c(O)nc(SCC(=O)Nc2ccccc2C)[nH]c1=O	1	-1	-2	-3	3	6	15	-6	-4
COc1ccc(N(CC(=O)Nc2ccccc2SC)S(C)(=O)=O)cc1OC	0.99	-4	2	5	5	4	10	-15	1
CCOc1cc2[nH]c(=O)n(CC3CCC(C(=O)NCCC(C)C)CC3)c(=O)c2cc1OCC (stereo not given)	1.1	-3	-1	?	13	11	-4	-1	1
COC(=O)c1ccccc1NC(=O)c1ccccc1SC	0.99	1	0	-5	5	7	23	-1	0
COc1ccc(NC(=O)C2CCCN2S(=O)(=O)c2ccc(F)cc2)cc1 (stereo not given)	1	-1	0	-2	7	4	18	0	2
CCOC(=O)N1CCC(NC(=O)Cn2cc3c(n2)CCC(C)C3)CC1 (stereo not given)	1	-1	-2	0	5	-10	-12	-20	2
Cc1cc(C)c2cc(C(c3nnnn3CC3CCCO3)N3CCN4CCCC4C3)c(=O)[nH]c2c1 (stereo not given)	1.1	-2	-5	9	0	9	13	-4	-3
O=C(CCC(=O)N(CC(=O)NC1CCCC1)Cc1ccc2c(c1)OCO2)Nc1ccccn1	1	0	0	21	3	10	4	-2	-3
CCOC(=O)c1ccc(NS(=O)(=O)c2cnc[nH]2)cc1	0.97	1	-1	-6	5	1	-10	-11	10
CCCN(CCO)Cc1cccc(Oc2ccccc2)c1	1	0	-2	-6	-3	4	5	3	-2
Cc1ccccc1Nc1nc(N)nc(COC(=O)C(NC(=O)c2ccco2)C(C)C)n1 (stereo not given)	0.98	-2	-2	9	3	4	15	-9	1
CCCCCCn1c2c(c(=N)c3c1CCC3)CCC2	1	-5	2	-15	5	4	19	1	6
CCC(=O)NCCSc1c[nH]c2ccccc12	1.1	-9	-2	0	4	4	4	-11	-4
CC(C)C(NC(=O)OCc1ccccc1)C(=O)NCC(=O)OC(C)(C)C (stereo not given)	1	2	0	5	3	4	9	2	1
COc1ccc(N2CCCn3c2nc2c3c(=O)n(CCc3ccccc3)c(=O)n2C)cc1	1	-1	0	4	3	5	3	5	-8
CC(C(=O)O)N1C(=O)CSC1=S (stereo not given)	1	-2	0	0	4	8	7	-10	-4
COC(=O)c1ccc(N2C(=O)CC(N(C)CCc3ccc(OC)c(OC)c3)C2=O)cc1 (stereo not given)	1	0	-11	8	-22	14	13	1	-2
COc1cccc(/C=N/n2c(SC)nnc2-c2ccccc2)c1O	1	0	0	6	7	4	-3	-13	7
CCc1nnc(NC(=O)C2CCN(S(=O)(=O)Cc3ccccc3)CC2)s1	1	-1	2	18	-21	2	-12	1	.
O=C(COc1ccc(Cl)cc1Cl)NCCCn1ccnc1	1	-12	-3	-15	4	1	5	-2	3
O=C1CCC(=O)N1CC(=O)N1c2ccccc2Sc2ccccc21	1.1	0	0	9	11	-4	12	4	-4
Cc1ccc(CCNC(=O)C2CCCN(S(=O)(=O)c3c(C)noc3/C=C/N(C)C)C2)cc1 (stereo not given)	1.3	-1	-5	4	16	6	6	-21	4
Cc1ccc(C)c(N2CCN(S(=O)(=O)c3ccc4[nH]c(=O)c(=O)[nH]c4c3)CC2)c1	1	-2	-1	39	15	8	13	3	-2
COC(=O)C1C(=O)CC(C)(O)C(C(=O)OC)C1/C=C/c1ccccc1 (stereo not given)	1.1	1	2	10	3	11	14	-14	-2
CCCCN1C(=O)c2ccc(C(=O)NC3=NCCS3)cc2C1=O	1	-1	2	-9	6	2	8	-11	3
c1ccc2[nH]c(-c3nc4ccccc4[nH]3)nc2c1	1.2	1	-78[fluorescence artefact?]	6	-1	6	2	-7	5
COc1ccc2c(c1)CCc1c(C(=O)Nc3ccn(Cc4ccc(C)cc4)n3)noc1-2	1	-5	0	28	-22	38	9	-11	-6
CCOC(=O)N1CCN(C(=O)CCSCCc2ccncc2)CC1	1	3	6	-3	1	8	15	2	-8
COc1ccc(-c2csc(NC(=O)Cn3nc(C)cc3C)n2)cc1	0.99	0	1	23	0	7	25	-7	-2
CCN(CC)S(=O)(=O)c1ccc(NC(=O)COc2c(OC)cccc2OC)cc1	1	-1	1	-5	4	9	-4	3	1
CC(C)OC(=O)c1nnn(-c2nonc2N)c1CN1CCc2ccccc2C1	0.98	-7	0	11	5	4	7	-13	2
NC(=O)SC/C(=N\S(=O)(=O)c1ccccc1)Nc1ccccc1	1	-3	-3	5	2	-4	5	-9	3

Nothing new here: entries from further up.
SMILES	A340 absorber	Hsp90 block	MMP13 inh	MKP-1 inh	FXIIa inh mix	FXIa mix inh	AP ELISA ortho	Cdc25B block	JNK3 blocker
Cc1ccc(C)c(N2CCN(S(=O)(=O)c3ccc4[nH]c(=O)c(=O)[nH]c4c3)CC2)c1	1	-2	-1	39	15	8	13	3	-2
COC(=O)C1C(=O)CC(C)(O)C(C(=O)OC)C1/C=C/c1ccccc1 (stereo not given)	1.1	1	2	10	3	11	14	-14	-2
CCCCN1C(=O)c2ccc(C(=O)NC3=NCCS3)cc2C1=O	1	-1	2	-9	6	2	8	-11	3

In a second layout: entries from further up.
smiles | A340 absorber | Hsp90 block | MMP13 inh | MKP-1 inh | FXIIa inh mix | FXIa mix inh | AP ELISA ortho | Cdc25B block | JNK3 blocker
COC(=O)C1C(=O)CC(C)(O)C(C(=O)OC)C1/C=C/c1ccccc1 (stereo not given) | 1.1 | 1 | 2 | 10 | 3 | 11 | 14 | -14 | -2
CCCCN1C(=O)c2ccc(C(=O)NC3=NCCS3)cc2C1=O | 1 | -1 | 2 | -9 | 6 | 2 | 8 | -11 | 3
c1ccc2[nH]c(-c3nc4ccccc4[nH]3)nc2c1 | 1.2 | 1 | -78[fluorescence artefact?] | 6 | -1 | 6 | 2 | -7 | 5

Further structures.
SMILES	A340 absorber	Hsp90 block	MMP13 inh	MKP-1 inh	FXIIa inh mix	FXIa mix inh	AP ELISA ortho	Cdc25B block	JNK3 blocker
CCCn1nc(NC(=O)c2ccco2)c2cc3ccc(C)cc3nc21	1	-4	-49[fluorescence artefact?]	-7	-13	-9	-15	1	4
COc1ccccc1NC(=O)CSc1nnc(Cc2cccn2C)n1CCc1ccccc1	0.97	0	0	27	-3	6	20	-7	-5
CCOC(=O)C1C(c2cccs2)NC(=O)NC1(O)C(F)(F)F (stereo not given)	1	-2	-4	10	12	4	18	24	-7
O=C(CN1C(=O)C2C3C=CC(C3)C2C1=O)Nc1cccc2c1CCCC2 (stereo not given)	0.97	0	-1	0	9	10	8	-8	1
O=C(Nc1ccon1)c1sc2ccccc2c1Cl	1.1	-2	0	20	1	1	-7	-6	-2
Cc1cccc2cc(COC(=O)C(C)(C)C)c(=O)[nH]c12	0.99	-2	-1	-15	4	5	5	3	1
COc1ccc(OCC(=O)Nc2ccc3c(c2)nc2n3CCSC2)cc1	1	-9	1	-10	8	-2	19	8	-1
CCCOC(=O)C1C2C=C[C@]3(CN(CCc4ccccc4)C(=O)[C@H]13)O2 (stereo not given in full)	1	-2	0	-7	-2	6	-3	12	3
COc1ccccc1N1CCN(C(CNC(=O)c2ccc3c(c2)OCO3)c2cccnc2)CC1 (stereo not given)	1	0	6	7	-2	1	0	4	3
CCOC(=O)c1sc2nc(SCC(=O)NCc3ccco3)n(Cc3ccccc3)c(=O)c2c1C	1	-1	-4	7	4	5	11	-14	.
CCCC(=O)Nc1ccc(NC(=O)C23CC4CC(CC(C4)C2)C3)cn1	1	1	1	5	3	0	7	-7	0
O=C(CC1SC(=O)N(c2ccccc2)C1=O)Nc1ccccc1 (stereo not given)	0.99	0	-2	16	28	15	2	-13	0
COC(=O)c1cc(Nc2ncnc3c2cnn3-c2ccccc2)cc(C(=O)OC)c1	1.1	-1	5	31	-27	1	0	3	6
Cc1c(C(=O)NCc2cccnc2)oc2ccc(S(=O)(=O)N3CC(C)CC(C)C3)cc12 (stereo not given)	1	-2	2	-1	7	5	12	0	3
O=C1CC(C(=O)Nc2ccc(Br)cc2)C2(CCCC2)O1 (stereo not given)	0.98	-18	-2	-4	1	3	15	-8	4
Cc1ccc(C(=O)N2Cc3ccccc3CC2C(=O)O)cc1 (stereo not given)	1	-6	4	24	1	2	24	-7	2
CC(=O)Cn1c(C(F)(F)F)nc2ccccc21	1	1	-3	8	-2	9	2	-6	4
N#CC1=C(N)C2=C(N3CCCCC3)CCCC2C1(C#N)C#N (stereo not given)	1.1	-7	0	21	-3	-5	-6	-3	-4
CN1/C(=C/C(=O)C2CCC2)Sc2ccccc21	1.2	-4	3	-11	-3	17	11	-4	-5
COC(=O)C1=C(C)NC(C)=C(C(=O)OC)C1C1CC=CCC1 (stereo not given)	1	-3	.	0	9	2	8	-11	.
NC(=O)C1CCN(CCCNC2CC(=O)N(Cc3ccc(N4CCCC4=O)cc3)C2=O)CC1 (stereo not given)	1	-3	4	5	1	5	10	-8	-2
CCCn1nnc(NC(=O)c2ccc(Cl)cc2Cl)n1	1	-3	1	-14	1	0	-28	-8	-1

From PubChem BioAssay
